Hep lipid drop – modulators of hepatic lipid droplet formation. AML12 mouse hepatocytes, oleate lipid droplets, BODIPY imaging. inhibition, % at 6.5 µM. hit rate 0.4% among 240,000. AID 1656;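 active = lipid droplet intensity inhibited by at least 50%, with more than 500 cells counted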
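System: AML12 hepatocytes (mouse). Probe or stimulus: oleic acid at 100 µM to induce lipid droplet formation. Times: overnight treatment with compound plus oleate. Detection: Image-based BODIPY and DAPI two-channel analysis. Evaluation: percent inhibition of filter-corrected integrated lipid droplet intensity per well.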
Myeloid diff MLP – myeloid differentiation induction; ER-HoxA9 myeloid progenitors, lysozyme-GFP differentiation, flow cytometry; calls only at 10 µM; hit rate 1% among 360,000;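 active = normalized GFP-positive differentiation at or above the plate's own cutoff, the solvent-only control mean plus 3 SD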;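 note: cells exposed to compound for four days before flow analysis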
ER stress rescue – rescue of cells from ER stress-induced death, primary screen, 384-well, CSM14.1, thapsigargin, ATP luminescence (AID 1222); CSM14.1 thapsigargin-induced death rescue, ATP luminescence; higher % means a stronger effect; one-dose cellular ATP content (survival), % at 20 µM; EC50 in µM for titrated hits; 190,000 tested, under 10 active;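 active = EC50 below 50 µM in the dose-response confirmation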;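 note: death triggered by thapsigargin at about 15 µM added after 2 h compound pretreatment; cell ATP read after overnight thapsigargin exposure of roughly 18 to 22 hours; normalized against plate controls of thapsigargin alone and 5% DMSO vehicle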
PMI inhibition – MPI inhibition at elevated mannose 6-phosphate – biochemical, fluorescence intensity, high mannose 6-phosphate, primary screen (AID 1220); recombinant PMI enzyme, coupled fluorescence intensity; higher % means a stronger effect; one-dose inhibition, % at 20 µM; IC50 in µM for titrated hits; hit rate 0.66% among 190,000
TNAP activation fold – stimulation of alkaline phosphatase TNAP activity – biochemical, luminescent, no phosphate acceptor, uHTS, primary screen (AID 1001); purified TNAP, luminescent activation assay, no phosphate acceptor; higher activation fold means a stronger effect; activation fold at 20 µM, or EC50 in µM where a hit was titrated; hit rate 0.03% among 200,000; in the data active = activation fold from about 3, or a potency from the dose series; inactive = the rest, 99 in 100 with activation fold below about 1.6; note: many of its hits are not listed in these tables
P. falciparum M1AAP – malaria alanyl aminopeptidase activity blockers – biochemical, fluorogenic H-Leu-NHMec substrate, 1536-well (AID 1445). recombinant M1AAP, H-Leu-NHMec fluorogenic kinetic assay; higher % means a stronger effect. inhibition, % at 30 µM, or IC50 in µM where a hit was titrated. hit rate 0.42% among 220,000;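 active = primary inhibition above the hit cutoff, then over 50% inhibition at one or more dose response concentrations, cut at about 23% in these data, passing the limit was not always enough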;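 note: plate controls were DMSO full reaction for no effect and no enzyme background for full effect; strong numbers were not always called active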
WT yeast gro inh – growth inhibition of WT yeast, mitochondrial fusion screen. AID 1362. mitochondrial fusion phenotypic screen, WT strain. inhibition, % at 10 µM. hit rate 2.1% among 190,000; in the data active = inhibition above about 58%; tested in S. cerevisiae
UTI89 phage lysis – inhibition of K1F phage lysis, E. coli UTI89, bacterial capsule biogenesis inhibitors, alamar blue (AID 488966). inhibition, % at 100 µM; hits with a dose series show IC50 in µM. E. coli UTI89 K1F phage lysis, alamar blue, 2 h; higher % means a stronger effect. hit rate 0.02% among 340,000;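 active = phage lysis inhibition, versus mean bacterial control, above a set limit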;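 note: capsule biogenesis inhibitors block K1F phage lysis so surviving cells raise fluorescence; higher fluorescence means more inhibition of phage lysis; actives were called in the ten point dose series up to 300 µM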
PMI inhibitors – inhibitors of human PMI, primary screen, biochemical, fluorescence intensity, coupled assay (AID 1209). purified PMI enzyme, coupled fluorescence intensity; higher % means a stronger effect. inhibition, % at 20 µM, or IC50 in µM where a hit was titrated. hit rate 0.42% among 190,000;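 note: plate controls were DMSO vehicle for no effect and wells lacking substrate for full effect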
WT yeast gro inh mutant strain – further read-out of WT yeast gro inh, marked with its call; inhibition, %; mitochondrial fusion phenotypic screen, mutant strain inhibition
Hep lipid drop cells 6.5 µM – recorded beside Hep lipid drop, whose call it bears; cell count; measured here: cell count, cytotoxicity flag;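 cells counted across two imaged fields per well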
Myeloid diff MLP GFP+ MAC1+ % – further read-out of Myeloid diff MLP, marked with its call; GFP+ MAC1+ double positive, %; measured here: differentiation confirmed by MAC1 staining
An asterisk follows results filed as active; i = inactive; x = no result given; [ ] = dose if it differs, or a comment. Cut-off read from the data, not from the text of the source, unless noted: active = inhibition above about 50%; inactive = the rest.

SMILES	Hep lipid drop	Hep lipid drop cells 6.5 µM	Myeloid diff MLP	Myeloid diff MLP GFP+ MAC1+ %	ER stress rescue	PMI inhibition	TNAP activation fold	P. falciparum M1AAP	WT yeast gro inh	WT yeast gro inh mutant strain	UTI89 phage lysis	PMI inhibitors
Cc1ccc(-n2nnnc2SCC(=O)N2CC(=O)Nc3ccccc32)cc1	1	748	i	0.9	-1.7%	-2%	1	0%	-7	-12	0.0%	9%
O=C(CC(C(=O)O)c1c[nH]c2ccccc12)c1ccccc1 (stereo unspecified)	-11	775	i	0.5	-0.5%	4%	1	16%	-12	-4	0.6%	9%
O=C(Nc1nc(-c2ccc([N+](=O)[O-])cc2)cs1)c1c(F)cccc1F	-3	672	i	0.3	2.2%	3%	1.1	6%	-19	-17	-1.2%	-3%
CCCCOc1ccc(C(C)(O)CCN2CCOCC2)cc1 (stereo unspecified)	x	x	i	1.1	2.5%	0%	1.1	6%	-2	25	0.5%	-2%
CCC(C)[C@H]1CN=C(N)N1CCc1cc(C(F)(F)F)cc(C(F)(F)F)c1 (stereo partly specified)	37	719	i	1.2	x	x	x	10%	x	x	-3.7%	x
Cc1ccc(NC(=S)NCCSc2ccc(Cl)cc2)c(C)c1	-56	659	i	0.4	-3.3%	14%	1.3	-4%	73*	40*	5.4%	-4%
N#CC1=C(N)OC2=C(CN(Cc3ccccc3)C/C2=C\c2cccnc2)C1c1cccnc1 (stereo unspecified)	22	626	i	0.7	3.0%	11%	1.1	14%	4	17	1.0%	10%
CCOC(=O)c1cnc2ccc(Cl)cc2c1N1CCN(C)CC1	4	660	i	4.4	-2.1%	3%	1.1	7%	-13	-5	2.0%	5%
COc1cc2[nH]c(=S)nc(NCCc3ccc(C)cc3)c2cc1OC	5	672	i	0.1	-1.8%	-4%	1.2	5%	13	-1	-0.1%	-5%
COC(=O)c1c(N)n(-c2ccc(N3CCOCC3)cc2)c2nc3ccccc3nc12	x	x	x	x	-0.3%	20%	1.1	x	x	x	x	-17%
O=C(O)CCCNC(=O)c1cccc(C(=O)NCCCC(=O)O)n1	12	696	i	0.3	-1.5%	-4%	1.1	5%	-18	-10	0.1%	-5%
CN(C(=O)COC(=O)c1cc(S(=O)(=O)N2CCOCC2)c(Cl)cc1Cl)C1CCS(=O)(=O)C1 (stereo unspecified)	0	690	i	0.4	-0.2%	5%	1	-2%	11	7	-0.3%	-3%
COc1ccccc1OCCCn1cc(C#N)c2ccccc21	-13	739	i	0.5	-1.9%	3%	1.1	17%	1	0	8.2%	8%
O=C(CSc1nnc(CNC(=O)C23CC4CC(CC(C4)C2)C3)n1-c1ccccc1)Nc1ccc(F)cc1	-2	668	i	0.9	-2.1%	13%	1.1	1%	19	-4	2.4%	6%
COc1ccc(NC(=O)/C=N/O)cc1	8	687	i	0.4	-0.5%	13%	1.2	7%	-2	4	-2.4%	4%
O=C(Nc1ccc(Cl)cc1)C1c2cccc[n+]2CC(=O)N1Cc1ccc2c(c1)OCO2 (stereo unspecified)	5	681	i	0.5	0.1%	7%	1	0%	0	8	-0.5%	-5%
O=C(CC12CC3CC(CC(C3)C1)C2)NCc1ccncc1	4	760	i	9.1	-4.3%	-6%	1.2	7%	10	-9	2.0%	0%
NC(N)=NC1=NC(=O)C(Cc2ccccc2)S1 (stereo unspecified)	1	749	i	0.9	3.1%	x	1	1%	-8	-3	-0.3%[50 µM]	x
CC(Sc1ccc(Cl)cc1)C(=O)NCc1cccnc1 (stereo unspecified)	-12	756	i	0.8	-0.4%	-9%	1.1	0%	-2	4	0.3%	-8%
O=C(/C=C/c1cn(-c2ccccc2)nc1-c1ccc2c(c1)OCCO2)NCCCN1CCOCC1	-10	622	i	0.5	-0.7%	-3%	1	4%	-2	14	-0.4%	-11%
COC(=O)C1CSC(C(=O)OC)N1C(=O)Nc1ccccc1 (stereo unspecified)	x	x	i	0.6	-1.7%	1%	1.1	2%	11	-6	0.4%	2%
O=C1/C(=C/c2ccc(O)cc2)SC(=S)N1Cc1cccnc1	-3	650	i	1.0	0.1%	9%	0.9	-1%	3	0	0.2%	8%
Cc1oc(-c2ccccc2Cl)nc1CN1CCCC1c1ccc(F)cc1 (stereo unspecified)	-15	690	i	0.3	-1.9%	2%	1.1	10%	31	23	0.1%	8%
O=C(NC1CC1)c1nc2c(nnn2Cc2ccccc2Cl)c(=O)[nH]1	21	747	i	0.6	-2.4%	-8%	1	-2%	-16	13	3.6%	-10%
NS(=O)(=O)c1ccc(N2CCCC2=O)c([N+](=O)[O-])c1	4	692	i	0.2	-0.4%	x	1.1	9%	-20	3	-1.3%	x
COC(=O)CN1C(=O)N(c2ccccc2)C(N(O)C(=O)Nc2ccccc2)C1(C)C (stereo unspecified)	x	x	i	0.2	-1.4%	-2%	1.1	0%	4	10	0.3%	-8%
Cc1nc(CCNC(=O)c2cccs2)cs1	12	705	i	9.9	-1.8%	-15%	1	4%	-1	-2	0.4%	-22%
Cc1ccc(C(=O)N2CCN=C2SCc2ccc([N+](=O)[O-])cc2)cc1	10	677	i	0.9	-0.5%	17%	1.1	-6%	11	6	1.0%	17%
COc1ccc(C(O)P(=O)(OC2CCCCC2)c2ccc(N(C)C)cc2)cc1OC (stereo unspecified)	x	x	i	0.5	0.9%	3%	1.1	5%	1	-2	0.2%	-5%
Cc1c(Cl)cccc1NC(=O)c1ccc(-n2ccnc2)nc1	x	x	i	2.0	0.6%	-2%	1.1	1%	-2	-11	-0.1%	-6%

Continuation.
SMILES	Hep lipid drop	Hep lipid drop cells 6.5 µM	Myeloid diff MLP	Myeloid diff MLP GFP+ MAC1+ %	ER stress rescue	PMI inhibition	TNAP activation fold	P. falciparum M1AAP	WT yeast gro inh	WT yeast gro inh mutant strain	UTI89 phage lysis	PMI inhibitors
COc1ccc(CNC(=O)C2CCN(S(=O)(=O)c3cc(OC)ccc3OC)CC2)cc1	-55	732	i	0.8	-2.7%	6%	1.1	99µM*	0	1	0.7%	8%
CC(OC(=O)c1ccc2ncsc2c1)C(=O)Nc1ncc(Cl)cc1Cl (stereo unspecified)	6	614	i	0.2	-1.0%	2%	1.1	3%	4	-4	0.8%[50 µM]	-4%
COc1cccc(C(=O)OCCN2CCCCC2)c1	-82	756	i	0.6	0.2%	-3%	1.1	3%	1	-6	-0.1%	-2%
COc1ccc2c(c1)O[C@@H](c1cccc(C(F)(F)F)c1)[C@H](O)C2=O	-125	755	x	x	-5.7%	-3%	1.1	12%	8	-25	-0.5%	-15%
Clc1ccc2nc(-c3ccccn3)c(Nc3ccc4c(c3)OCO4)n2c1	6	668	i	0.4	-2.6%	-6%	1.1	4%	73*	62*	2.1%[50 µM]	-2%
CC(=O)Nc1ccc(NC(=O)C(C)OC(=O)/C=C/c2cnc3ccccc3n2)cc1 (stereo unspecified)	-1	587	i	0.8	x	x	x	2%	x	x	0.1%	x
COCCCNC(=O)C(=O)C1C(=O)Nc2ccccc21 (stereo unspecified)	-2	679	i	0.4	-1.0%	14%	1.1	2%	-8	13	0.6%	6%
C/C(NC(=O)c1cccs1)=C1\C(=O)C[C@@H]2[C@H]1C2(C)C	x	x	i	0.1	-0.6%	2%	1.1	8%	18	36	0.9%	2%
COc1ccc(OCC(=O)NC(CC(=O)O)c2ccc(OC)c(OC)c2)cc1 (stereo unspecified)	5	714	i	0.3	-2.1%	-11%	1.1	4%	-1	10	x	-20%
CCn1c(C)nc2cc(C(=O)NNC(=S)NC(=O)c3ccc(OC)cc3)ccc21	-2	670	i	0.8	0.6%	-14%	2.3	-8%	-14	-10	4.3%	-3%
Cc1ccc(NC(=O)CNc2ccc(Cl)cc2F)cc1	-9	731	i	0.4	-3.2%	12%	1.1	7%	2	-7	-1.2%	13%
Cc1nc2c3ccccc3n(CC#N)c(=O)n2n1	x	x	i	4.3	-0.8%	12%	0.9	2%	10	-10	-1.4%	8%
CCc1ccc(N(C(=O)C(F)(F)F)C(C(=O)NC2CCCCC2)c2ccncc2)cc1 (stereo unspecified)	6	586	i	4.9	-3.6%	9%	1.1	6%	-2	-4	0.0%[50 µM]	0%
CCn1nnnc1SCC(=O)c1ccc(C)cc1	9	793	i	0.7	-3.5%	3%	1.1	-2%	-10	3	-0.1%	-3%
COc1ccc(Br)cc1C(=O)Nc1ccc(N2CCN(S(C)(=O)=O)CC2)cc1	16	732	i	0.0	-2.6%	4%	1.2	10%	-10	-21	-1.9%	13%
NC(=O)N/N=C/c1ccc(-c2cccc(C(F)(F)F)c2)o1	-14	717	i	0.3	x	6%	1.1	5%	-38	-9	0.4%	3%
Cc1sc(NC(=O)c2cccs2)c(C(N)=O)c1C	x	x	i	12	0.9%	24%	1.1	22%	16	19	0.1%	33%
CCN(CC)C(=O)c1ccc(-c2nnc(OC)c3ccccc23)cc1	-26	708	i	0.2	x	x	x	-2%	x	x	-1.2%	x
CCC(=NCCc1ccc(OC)c(OC)c1)C1=C(O)CC(C)(C)CC1=O	9	674	i	0.8	x	-6%	1.1	3%	-4	-25	0.4%	-5%
CCOC(=O)C1CSC(CC(=O)Nc2ccc(OCC)cc2)C(=O)N1 (stereo unspecified)	-6	744	i	1.0	-2.4%	-9%	1	-3%	-5	-6	0.9%	-7%
COc1ccccc1-c1nn2c(-c3ccccc3Cl)nnc2s1	x	x	x	x	-1.3%	4%	1.1	x	x	x	x	-1%
CN1CCN(C(=O)CCNC(=O)Cn2ccc3ccccc3c2=O)CC1	9	813	i	1.0	1.1%	3%	1.1	2%	10	-3	0.6%	4%
O=C1NC(=S)N/C1=C\c1ccccc1OCc1ccc(C(=O)O)cc1	-7	700	i	1.2	x	x	x	15%	x	x	-0.3%	x
Cc1ccc2oc(-c3ccc(C)c(NC(=S)NC(=O)c4cccs4)c3)nc2c1	-9	690	i	0.5	0.0%	-8%	1.1	-4%	-19	-28	1.6%	2%
CCN(CC(=O)NCc1ccc(Cl)cc1)CC(=O)Nc1ccc(C(N)=O)cc1	-16	712	i	0.6	0.1%	-5%	1.1	3%	-5	15	-0.2%	-14%

Bioassay records as filed in PubChem BioAssay.
